Screening results (PubChem BioAssay)
Dynein transport – blocks dynein driven cargo transport along microtubules; 3617.4 mouse cells, GR-EGFP nuclear translocation imaging; test concentration mostly 20 µM; stimulated with dexamethasone, 1 µM; active compounds read low; z-score, hits read low; 0.47% of 220,000 active;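 active = plate z-score of nuclear minus cytoplasmic receptor signal below a set negative limit, without overly bright fluorescence or cell loss, cut at about -3.5 in these data, passing the limit was not always enough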;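 note: z-score of nuclear minus cytoplasmic ring GR-EGFP intensity difference per well; some compounds called inactive have numbers as strong as hits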
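Buffer or medium: tet-free medium with charcoal-stripped serum / Also added: dexamethasone agonist, 1.0 µM final, for 30 min / Timing: induction 48 h, compound 1 h, agonist 30 min / Measured by: high-content fluorescence imaging after fixation / Read-out: nuclear-to-cytoplasmic GR-EGFP distribution per well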
Hep lipid drop – modulators of hepatic lipid droplet formation; AML12 mouse hepatocytes, oleate lipid droplets, BODIPY imaging; inhibition, % at 6.5 µM; 0.4% of 240,000 active; AID 1656;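 active = lipid droplet intensity inhibited by at least 50%, with more than 500 cells counted; inconclusive = wells with under 300 cells, treated as cytotoxic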
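Material – mouse AML12 hepatocyte cell line, fixed after treatment · Compound dosing – one dose, 6.5 µM compound · Times – compound with oleate, overnight · Measured by – Image-based BODIPY and DAPI two-channel analysis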
T cell HTS – T cell immune modulators affecting CD8 T cell-vesicle binding. 2C CD8+ T cell-vesicle binding, flow cytometry; active compounds read low. calls only at 7 µM. 0.068% of 330,000 active;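 active = response, share of CD8 T cells binding vesicles, and their 90th percentile fluorescence all below set limits, cut at about 80% in these data, passing the limit was not always enough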
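Material: 2C TCR transgenic mouse naive CD8+ T cells, MACS-purified. Also added: QL9-charged Drosophila Ld/ICAM-1/B7-1 vesicles. Timing: binding 1.5 h at 37 °C. Measured by: high-throughput flow cytometry with anti-B7-1 and anti-CD8 staining. Read-out: percent CD8+ FL2 mean versus row control. Controls: Unloaded micro-vesicles (low), QL9 vesicles with 0.7% DMSO (high).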
TNAP activators – stimulation of alkaline phosphatase TNAP activity – biochemical, luminescent, no phosphate acceptor, uHTS, primary screen (AID 1001); purified TNAP, luminescent activation assay, no phosphate acceptor; higher activation fold means a stronger effect; activation fold at 20 µM, or EC50 in µM where a hit was titrated; 0.03% of 200,000 active; in the data active = activation fold from about 3, or a potency from the dose series; inactive = the rest, 99 in 100 with activation fold below about 1.6; note: many of its hits are not listed in these tables
MT stabilize HCS – microtubule stabilization, imaging screen | HeLa tubulin immunostaining HCS, 24 h; share of cells brighter than vehicle mean+2SD | % tubulin-high responders, % at 10 µM | 0.83% of 200,000 active | AID 2205;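 active = plate Z-score above 3 for both tubulin-high and condensed-nucleus cell shares, with cell loss under 80%, at 10 µM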;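 note: anti alpha tubulin signal scored within the nucleus-defined area of each cell; some results filed as inactive read as strong as hits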
Ins promoter up – MIN6 insulin promoter up-regulation. MIN6 insulin promoter-GFP reporter, high-content imaging; active compounds read high. 0.3% of 190,000 active. z-score at 5 µM. AID 1625;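 active = z-score above 3 at 5 µM with at least 500 cells counted in the well; inconclusive = wells under 500 cells, flagged as cytotoxic or low count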
PMI inhibitors – MPI enzyme activity inhibition – biochemical, fluorescence intensity, coupled assay, primary screen (AID 1209) | purified PMI enzyme, coupled fluorescence intensity; higher % means a stronger effect | inhibition, % at 20 µM; hits with a dose series show IC50 in µM | 0.42% of 190,000 active; in the data active = inhibition above about 50%;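 note: plate controls were DMSO vehicle for no effect and wells lacking substrate for full effect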
Myeloid diff MLP – compounds promoting myeloid differentiation | AID 624256 | 1% of 360,000 active | calls only at 10 µM | ER-HoxA9 myeloid progenitors, lysozyme-GFP differentiation, flow cytometry;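 active = normalized GFP-positive differentiation at or above the plate's own cutoff, the solvent-only control mean plus 3 SD; inconclusive = no clear call, values can overlap the other calls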;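 note: cells exposed to compound for four days before flow analysis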
b-catenin transl – alters nuclear translocation of beta-catenin in HeLa cells | immunofluorescence imaging | nuclear translocation activity, % at 5 µM | 0.3% of 190,000 active | AID 1665;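 active = nuclear translocation activity above 50% at 5 µM, with a well cell count of 50 or more; inconclusive = wells under 50 cells across six images, flagged as toxic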;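 note: per-cell ratio of nuclear to cytoplasmic median beta-catenin stain intensity; plate controls were DMSO negative control for no effect and GSK-3 inhibitor IX positive control for full effect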
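Test system: HeLa cells, endogenous beta-catenin; Compound: single 5 µM dose plus 0.02–20 µM confirmation series; Times: compound exposure 24 h at 37°C; Signal: fluorescence imaging of beta-catenin antibody stain plus DAPI; Read-out: % activation, nuclear-to-cytoplasmic median beta-catenin signal ratio per cell.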
Dynein transport cytoplasmic EGFP – also measured in Dynein transport; calls as there; z-score; measured here: cytoplasmic GR-EGFP intensity; active compounds read high
Dynein transport nuclear GR-EGFP – also measured in Dynein transport; calls as there; z-score; measured here: nuclear GR-EGFP intensity;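 lower value marks the stronger effect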
Dynein transport cell count – further read-out of Dynein transport, marked with its call; z-score; measured here: cell count per field
Ins promoter up cell count – recorded beside Ins promoter up, whose call it bears; cell count; measured here: cytotoxicity, nuclei count;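 total cells summed across four imaged fields per well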
Hep lipid drop cells 6.5 µM – further read-out of Hep lipid drop, marked with its call; cell count; measured here: cell count, cytotoxicity flag;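 cells counted across two imaged fields per well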
b-catenin transl cell count 5 µM – further read-out of b-catenin transl, marked with its call; cell count; measured here: cell count, cytotoxicity flag
T cell HTS vesicle-bound % – second read-out of T cell HTS, no call of its own (marks repeat the call); double positive events, %; measured here: CD8+ vesicle-bound cell fraction;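 binding gate set so that unloaded-vesicle control wells show 10% double positive cells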
MT stabilize HCS Hoechst-high % – recorded beside MT stabilize HCS, whose call it bears; % Hoechst-high responders; measured here: nuclear condensation Hoechst responders;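 share of cells brighter than vehicle mean plus two SD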
MT stabilize HCS cytotoxicity % – further read-out of MT stabilize HCS, marked with its call; toxicity, %; measured here: cytotoxicity by cell density;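 0% = mean cell density of plate MIN control wells and 100% = no cells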
Myeloid diff MLP GFP+ MAC1+ % – further read-out of Myeloid diff MLP, marked with its call; GFP+ MAC1+ double positive, %; measured here: differentiation confirmed by MAC1 staining
* = called active by the depositor; i = inactive; ? = inconclusive; . = not tested or not shown.

SMILES	Dynein transport	Dynein transport cytoplasmic EGFP	Dynein transport nuclear GR-EGFP	Dynein transport cell count	Hep lipid drop	Hep lipid drop cells 6.5 µM	T cell HTS	T cell HTS vesicle-bound %	TNAP activators	MT stabilize HCS	MT stabilize HCS Hoechst-high %	MT stabilize HCS cytotoxicity %	Ins promoter up	Ins promoter up cell count	PMI inhibitors	Myeloid diff MLP	Myeloid diff MLP GFP+ MAC1+ %	b-catenin transl	b-catenin transl cell count 5 µM
O=C(NOC(=O)c1ccccc1F)c1ccc(OC(F)F)cc1	-0.76	-0.35	-0.24	0.55	0	654	i	60	1.1	3.2	1.8	1.5	-0.73	1256	-5%	i	0.8	-1.4	1143
CC1CCN(S(=O)(=O)N2CCC(C(=O)O)CC2)CC1	-0.26	-0.23	-0.37	-0.21	-2	629	i	50	1.2	3.4	3.2	3.5	0.65	1264	17%	i	0.6	-1.1	923
CCOc1ccc(C(CC(=O)O)NC(=O)c2sc3ccccc3c2Cl)cc1 (stereo not drawn)	0.15	-0.19	0.28	0.54	-41	582	i	56	0.9	3.0	3.8	2.7	-0.5	1347	-17%	i	0.5	3.3	999
COc1cccc(C(=O)C2CCCN(C/C=C/c3ccccc3OC)C2)c1 (stereo not drawn)	0.82	0.13	1.1	-2	-25	698	i	50	1	0.9	0.4	1.9	-0.1	1535	12%	i	0.3	-0.1	979
O=C(COC(=O)c1nn(-c2ccccc2)c(=O)c2ccccc12)NC1CCS(=O)(=O)C1 (stereo not drawn)	-1.1	-0.23	-0.6	0.77	-5	737	i	48	1.1	2.8	2.4	5.8	0.33	1013	-25%	i	0.2	-1.1	1168
O=C(COC(=O)Cc1c(F)cccc1Cl)NCCC1=CCCCC1	0.33	0.0073	1.4	-0.6	-7	628	i	26	1	1.8	2.3	1.9	0.08	2190	7%	i	0.6	-1.2	954
CCOC(=O)COc1ccc(C2NC(C(=O)O)CS2)cc1 (stereo not drawn)	-0.12	-0.17	0.13	-0.036	-3	619	i	16	1.2	1.7	2.6	7.2	-0.12	1247	6%	.	.	.	.
Cc1c(C(=O)N(Cc2cccs2)C2CCS(=O)(=O)C2)oc2ccccc12 (stereo not drawn)	-0.08	-0.17	-0.035	-0.11	.	.	i	47	1.1	1.7	1.5	5.0	0.3	1301	-4%	i	0.6	-0.5	1134
O=C(Oc1cc(-c2ccccc2)no1)c1ccc(F)cc1	0.26	0.24	0.4	0.33	9	743	i	28	1	3.0	2.0	7.0	0.44	902	-21%	i	0.3	.	.
CCCSCCCNC(=O)c1cc2c(s1)CS(=O)(=O)C2	0.74	0.069	0.52	0.12	7	820	i	12	1	3.6	1.8	11	1.1	1174	12%	i	7.1	3.1	1117
CC(C)c1ccc(NC(=O)C2=NNC(=O)CC2)cc1	0.27	-0.25	0.16	-0.59	-21	688	i	22	.	.	.	.	0.94	1159	.	i	0.4	-0.7	1257
COc1ccccc1N(CC(=O)NCC1CCCO1)C(=O)CCC(=O)Nc1nccs1 (stereo not drawn)	-0.74	-0.26	-0.44	0.81	23	767	i	30	1.1	2.7	1.6	6.0	0.55	1233	3%	i	0.7	0.9	1045
COc1ccc(C2C(C(=O)O)c3ccccc3C(=O)N2Cc2ccco2)cc1 (stereo not drawn)	-0.4	-0.2	-0.43	0.72	1	677	i	6	.	.	.	.	0.32	1478	.	i	0.9	-1.6	1240
O=C(/C=C/c1ccc2c(c1)OCO2)Nc1cc(S(=O)(=O)N2CCOCC2)ccc1N1CCOCC1	-1.4	-0.34	-0.96	1.1	4	647	i	38	1	2.3	3.3	3.9	-0.04	1250	12%	i	0.6	.	.
CN1CCC(OC(=O)C23CCC(C)(C(=O)O2)C3(C)C)CC1 (stereo not drawn)	0.25	-0.25	0.11	0.44	-15	736	.	.	1.1	3.4	2.2	8.3	0.5	1180	-4%	i	0.7	1.2	1165
O=C(NCCN1CCOCC1)C1CCN(c2ncnc3c2sc2cccc(F)c23)CC1	-1.2	-0.23	-0.63	0.49	.	.	i	32	1.2	5.3	2.9	6.9	-0.8	741	19%	i	2.1	.	.
CC(=O)c1ccc(Nc2nc(C)nc3c2oc2ccccc23)cc1	.	.	.	.	.	.	.	.	1.1	.	.	.	0.68	1231	-18%	.	.	-0.1	1172
COc1cc(NC(=S)NCc2ccco2)cc(OC)c1OC	-0.17	-0.26	-0.25	0.2	2	711	i	49	1.2	4.8	3.4	10	0.41	1464	25%	i	0.5	-0.7	1013
Cc1cccn2c(=O)c3cc(C(=O)NCCCn4ccnc4)n(C)c3nc12	0.61	-0.14	0.85	0.011	16	830	i	28	1	3.9	2.5	5.1	0.46	1234	13%	i	0.9	-0.6	1089
Nc1c(-c2ccccc2)c(CSc2nc3ccccc3[nH]2)nn1-c1cccc(C(=O)O)c1	1.8	-0.19	0.58	-0.78	2	684	i	48	1.2	2.1	1.6	5.1	.	.	6%	i	0.3	0.2	1361
NC(N)=NC(N)=Nc1ccc(SC(F)(F)F)cc1	-0.36	-0.27	-0.57	0.85	-43	562	i	16	1	4.6	2.6	3.9	?	.	3%	i	0.6	0.8	549
CCCCn1c(=O)[nH]c(=O)c2c1nc(-c1ccc(C)c([N+](=O)[O-])c1)n2CC	0.56	-0.054	-0.054	-0.61	2	713	i	49	1.1	1.6	2.5	14	-0.19	1230	-8%	i	0.7	-0.9	1101
Cc1ccc(N2CC(C(=O)Nc3c(C)n(C)n(-c4ccccc4)c3=O)CC2=O)cc1 (stereo not drawn)	-0.92	0.28	-0.28	-0.75	1	697	i	30	1	1.8	1.1	3.8	1.1	1427	2%	i	0.2	-1.3	1072
N/C(=N\OC(=O)COc1ccc2ccccc2c1Br)c1ccncc1	0.89	-0.17	0.71	-0.87	5	724	i	17	1.1	6.6	4.0	1.1	-0.41	1395	11%	.	.	0.8	1411
CC1(C)NC(=O)N(CN2C(=O)NC(C)(C)C2=O)C1=O	-0.38	0.014	0.05	0.0061	15	699	i	18	1.1	2.6	1.1	7.3	-0.87	1217	-3%	i	2.8	.	.
Cc1ccc(S(=O)(=O)n2nc(OC(=O)c3cccs3)cc2N)cc1	-0.34	-0.16	-0.027	0.16	.	.	i	18	1.1	1.8	1.5	9.4	-0.46	1331	8%	i	0.9	0.3	1242
Cc1ccc(C2(c3noc(CN4CCC(c5ccncc5)CC4)n3)CCCC2)cc1	1.4	-0.16	1.1	-1.5	-11	728	i	57	1	1.1	1.3	5.7	.	.	9%	i	0.5	0.3	963
O=c1c(-c2ccc(O)cc2)coc2cc(OC3OC(CO)C(O)C(O)C3O)cc(O)c12 (stereo not drawn)	1.3	-0.3	0.94	0.34	12	724	i	25	1	4.4	1.9	8.6	0.05	1285	-6%	i	0.6	.	.
COC(=O)NCc1cc2cc(Cl)ccc2[nH]1	-0.39	-0.28	-0.33	0.29	-29	704	i	24	1.1	2.4	2.7	4.9	2.2	1270	-1%	i	7.4	-5.1	507
CN1C[C@@H]2C[C@@H](c3ccc(C#CC(C)(C)O)s3)N3CCC[C@@]23C1=O	-0.77	-0.2	-0.46	-0.001	-1	695	i	54	1.1	2.7	2.4	4.2	.	.	17%	i	0.1	-0.2	936
Nc1nnc(CC(=O)Nc2ccccc2)s1	0.9	-0.3	0.34	0.27	-5	739	i	28	.	.	.	.	-0.64	1413	.	i	0.8	-3.6	1435
O=C(c1cccc(F)c1)N1CCN(C2CCCCC2)CC1	-0.58	-0.13	-0.19	0.11	13	776	i	22	1.2	2.4	1.8	7.4	-0.4	961	-10%	i	1.4	.	.
COc1ccc(C(=O)NN/C(=N/S(=O)(=O)c2ccc(C)cc2)c2ccccc2)cc1	1	-0.11	0.35	-2.5	8	703	i	12	.	.	.	.	.	.	.	i	0.3	-1.3	1379
COc1ccc(-c2cc(-c3ccc(OC)cc3)c(C#N)c(SC)n2)cc1	-0.1	-0.26	-0.12	0.62	-6	808	i	36	1.1	3.7	2.7	2.8	-0.38	984	-7%	i	1.0	-4.0	1187
